# NCI-60 one-dose screen, 48 h, at 10 µM unless noted. Numbers give growth in % (100 = growth as untreated, 0 = no growth, -100 = all killed).
# RPMI-8226: RPMI-8226 leukemia cells. hit rate 7.5% among 77,000. AID 1794781
# CCRF-CEM: CCRF-CEM leukemia | hit rate 7% among 77,000
# UACC-62: UACC-62 melanoma; hit rate 5.4% among 81,000
# HOP-92: HOP-92 NSCLC cells | hit rate 6.3% among 71,000
# M14: M14 melanoma | hit rate 6.2% among 80,000 | AID 1794745
# EKVX: EKVX NSCLC. hit rate 3% among 71,000. AID 1794765
# HOP-62: HOP-62 NSCLC; hit rate 3.9% among 80,000; AID 1794735
# A549/ATCC: A549/ATCC NSCLC; hit rate 3.7% among 81,000; AID 1794740
# Starred values were filed as active, the others as inactive; x = no result given. Rule for the calls: active = growth percent below 10; inactive = the rest.
SMILES,RPMI-8226,CCRF-CEM,UACC-62,HOP-92,M14,EKVX,HOP-62,A549/ATCC
COc1ccccc1Cc1nc(-c2ccccc2)nn(C2OC(COC(C)=O)C(OC(C)=O)C(OC(C)=O)C2OC(C)=O)c1=S (configuration not stated),83,95,89,53,99,75,88,77
CCOC(=O)c1cc(C(=O)c2cc(OC)cc(OC)c2)n2nc(-c3ccc(Br)cc3)ccc12,95,97,92,90,95,115,96,91
NC(=O)c1cccc(F)c1SSc1c(F)cccc1C(N)=O,102,103,96,86,91,100,96,95
O=c1c(O)c(-c2ccc(O)c(O)c2)oc2cc(O)ccc12,90,87,108,109,95,106,104,87
ClC(Cl)c1nc(-c2cccs2)n2nc(-c3ccccc3)cc2n1,-26*,68,24,-28*,x,-27*,-6.3*,-16*
NS(=O)(=O)c1ccc(-n2ncc3c(=O)[nH]cnc32)cc1,86,107,96,106,100,111,93,101
COC1=CC(c2ccc[nH]2)=N/C1=C\c1[nH]c(C)c(C(=O)CCCCC(=O)NCCNC(=O)CC[C@H](NC(=O)c2ccc(NCc3cnc4nc(N)[nH]c(=O)c4n3)cc2)C(=O)O)c1C,104,99,102,103,99,105,102,82
O=C(OCCSCCOC(=O)C1CC=CCC1)C1CC=CCC1 (configuration not stated),x,104,106,121,107,102,101,99
CCCNCCOC(=O)c1ccc(OCC)c(N)c1,104,99,97,101,102,102,88,87
O=C1/C(=C/c2ccc(Br)cc2)Oc2cc(O)ccc21,82,104,98,89,104,101,94,97
Nc1ncc(-c2ccc(NS(=O)(=O)c3ccccc3)cc2)[nH]1,79,76,92,97,94,100,101,95
COc1ccc(C/C(C)=C(/c2ccc(OCCN3CCCCC3)cc2)c2ccc(OC(=O)NCc3ccccc3)cc2)cc1,-62*,-44*,-93*,-93*,-92*,-78*,-89*,-93*

# A different layout for some results above:
> O=C(OCCSCCOC(=O)C1CC=CCC1)C1CC=CCC1 (configuration not stated)
- RPMI-8226: x
- CCRF-CEM: 104
- UACC-62: 106
- HOP-92: 121
- M14: 107
- EKVX: 102
- HOP-62: 101
- A549/ATCC: 99

> CCCNCCOC(=O)c1ccc(OCC)c(N)c1
- RPMI-8226: 104
- CCRF-CEM: 99
- UACC-62: 97
- HOP-92: 101
- M14: 102
- EKVX: 102
- HOP-62: 88
- A549/ATCC: 87

> O=C1/C(=C/c2ccc(Br)cc2)Oc2cc(O)ccc21
- RPMI-8226: 82
- CCRF-CEM: 104
- UACC-62: 98
- HOP-92: 89
- M14: 104
- EKVX: 101
- HOP-62: 94
- A549/ATCC: 97

> Nc1ncc(-c2ccc(NS(=O)(=O)c3ccccc3)cc2)[nH]1
- RPMI-8226: 79
- CCRF-CEM: 76
- UACC-62: 92
- HOP-92: 97
- M14: 94
- EKVX: 100
- HOP-62: 101
- A549/ATCC: 95

# Additional entries follow.
SMILES,RPMI-8226,CCRF-CEM,UACC-62,HOP-92,M14,EKVX,HOP-62,A549/ATCC
CCOC(=O)c1cn2c3c(c(C)cc(C)c3c1=O)C(=O)/C(=C/c1ccc(C(F)(F)F)cc1)C2,88,86,64,101,102,100,92,89
CNC(=O)c1[nH]cc(-c2ccc(OC)cc2)c1-c1cc(OC)c2c(c1OC)OCO2,108,101,90,90,101,97,85,99
CCCCCCCCC(CCN(CC)CC)(C(=O)O)c1ccccc1 (configuration not stated),104,94,96,89,113,95,100,92
Clc1cccc(Cl)c1Cn1c(-c2cccs2)nc2ccccc21,54,64,82,37,x,x,96,91
C=CCC1(CC=C)C[C@H]2CO[C@H](O2)C1=O,109,95,95,110,114,97,93,100
CC1(C)CCCC2(C)C1CCC1(C)OC(=O)CCC12 (configuration not stated),103,94,99,109,102,98,x,104
NCC(=O)c1cccc2ccc[n+]([O-])c12,91,110,90,84,96,107,87,96
Nc1nc2c(ncn2C2CCCCC2)c(=O)[nH]1,99,77,78,88,73,91,79,55
COc1ccc(C(O)C2=CC(=O)c3ccccc3C2=O)cc1 (configuration not stated),x,x,87,x,99,x,120,100
CCN(CC)CCOc1ccc2c(c1O)C(=O)c1ccccc1C2=O,90,77,90,75,92,100,73,79
NC(N)=NC(N)=Nc1ccc(S(=O)(=O)c2ccc(N=C(N)N=C(N)N)cc2)cc1,100,101,98,x,107,99,101,101
CCOC(=O)CSc1c([N+](=O)[O-])ncn1C,100,95,98,113,94,96,99,98
O=C1CC(SC(=S)C2CCCC2=O)C(=O)N1 (configuration not stated),100,101,102,x,101,x,106,101
C[n+]1ccc(/C(C#N)=N/O)cc1,101,99,106,100,109,100,109,98
O=C(CN1C(=O)C(=O)c2ccccc21)NC1=Nc2ccccc2C(=O)NN1,101,95,102,97,106,115,104,x
CCOC(=O)Nc1ccc2nc(N3CCCCCC3)sc2c1,20,17,26,x,19,60,33,32
O=C(CSc1nc2ccccc2c(=O)n1-c1ccccc1)N/N=C/c1ccc(Oc2ccc(Br)cc2)cc1,68,57,69,73,56,61,64,42
O=C(O)c1cccc2ccc3c(c12)Nc1ccc2ccccc2c1S3,87,106,81,101,96,76,78,69
CCN1CCN(Cc2ccc(NC(=O)Nc3nc(-c4cc(OC)c(OC)c(OC)c4)cs3)cc2C(F)(F)F)CC1,-26*,0.3*,-68*,54,-79*,27,50,26
NS(=O)(=O)c1ccc(CN2C(=O)C3C(C2=O)C2(Cl)C(Cl)=C(Cl)C3(Cl)C2(Cl)Cl)cc1 (configuration not stated),89,89,90,90,98,99,97,83
O=C(Nc1ccc(F)cc1)Nc1ccc(Br)c(C(F)(F)F)c1,-30*,6.7*,22,-13*,15,7.2*,23,10
Clc1ccc(-c2nc(-c3cccs3)no2)c(Cl)c1,86,86,89,x,100,73,85,91
Nc1ccc(NCc2nc3sc4c(c3c(=O)[nH]2)CCCC4)cc1,95,90,92,87,100,85,82,99
C/C(=C(/C)C1CC1CCNS(=O)(=O)c1ccc(C)cc1)c1ccc(C(F)(F)F)cc1 (configuration not stated),81,89,64,x,87,69,106,77
CCC(=O)N1C/C(=C/c2ccc(Cl)cc2)C(=O)/C(=C/c2ccc(Cl)cc2)C1,-37*,-11*,-75*,x,-62*,x,-53*,-27*
COC(=O)c1ccc2c(c1)Oc1ccccc1-c1cc(C)nn1-2,95,96,91,75,104,92,83,91
Nc1ccc(C2=NN(C(=O)c3cc(-c4ccc(Cl)cc4)nc4ccccc34)C(c3ccc(Cl)cc3)C2)cc1 (configuration not stated),10,18,38,60,6.3*,43,29,44
Cc1c(C(=O)N[C@@H](Cc2ccccc2)C(=O)C(=O)NC(C)C)[nH]c2ccccc2c1=O,103,95,97,97,100,103,102,96
CC(C#N)OCCO (configuration not stated),91,87,108,x,103,115,101,101
Nc1nc(SCc2ccccc2)sc1C(=O)N1CCCCC1,77,86,97,70,102,x,106,94
Cc1cc(O)c(C(C)C)cc1NC(=O)Nc1cc(Cl)ccc1Cl,x,84,74,78,98,76,94,88
COc1cc(C2CC(c3cc(OC)c(OC)c(OC)c3)=NN2c2ccccc2)ccc1OCc1ccc(F)cc1 (configuration not stated),96,x,75,83,94,84,107,93
C/C=C(\Br)C(=O)O,115,106,104,x,101,102,105,113
Cn1c(=O)cc(NC(=O)CN2CCN(c3cc4c(cc3F)c(=O)c(C(=O)O)cn4C3CC3)CC2)[nH]c1=O,97,103,96,100,96,93,99,99
O=C(O)c1cnn(-c2ccccc2)c1-n1nnc2ccc(Cl)cc2c1=O,113,123,92,57,103,98,87,106
COc1ccc2nc(NC(=O)/C(=C/c3cc(OC)c(OC)c(OC)c3)c3ccc(OC)c(OC)c3)sc2c1,97,99,91,74,104,78,88,86
CC(=O)c1sc(-c2cccc(C)c2)cc1O,108,101,96,101,103,105,104,98
COc1cc(CNC(=O)/C=C/c2ccc3c(c2)OCO3)ccc1OCc1cn(-c2ccc([N+](=O)[O-])cc2)nn1,74,99,79,97,93,71,78,92
COc1ccccc1/C=N\N/C(N)=N\N=C\c1ccccc1OC,1.9*,-20*,20,49,-3.7*,26,-25*,x
CCOC(=O)CCN(Cc1ccco1)C(=O)OCC,98,108,100,x,100,99,112,102
CCOC(=O)c1sc(/N=C2\C(=O)Nc3ccc([N+](=O)[O-])cc32)nc1C,102,96,93,116,105,56,92,103
O=C1c2ccc3ccccc3c2CCC1C1([n+]2ccccc2)CCc2c(ccc3ccccc23)C1=O (configuration not stated),91,65,95,83,104,84,77,60
O=C(/C=C/c1cn(-c2ccccc2)nc1-c1ccc(Cl)cc1)NNC(=O)Nc1ccc(Cl)cc1,104,108,91,114,98,102,93,103
C[C@]12C=CC(=O)C=C1CC[C@@H]1[C@@H]2[C@@H](O)C[C@@]2(C)[C@H]1CC[C@]2(O)C(=O)COC(=O)CCC(=O)O,20,49,86,x,100,93,95,x
CC(=O)OC1=C(C)CC(C)(C)CC1=O,104,112,99,87,112,105,94,90
CC(C)(C)n1nc(C2CC2)cc1NC(=O)Nc1ccccc1,100,x,98,97,101,x,109,94
CCCCC1COc2cccc3c(SCC(=O)N(C)c4ccc(OC(F)(F)F)cc4)cc[n+]1c23 (configuration not stated),112,110,96,129,99,122,113,111
Cc1cccnc1Br,98,103,106,100,x,114,105,105

# Compound profiles, as listed above.
# Shown for `CCOC(=O)c1sc(/N=C2\C(=O)Nc3ccc([N+](=O)[O-])cc32)nc1C` : RPMI-8226 = 102; CCRF-CEM = 96; UACC-62 = 93; HOP-92 = 116; M14 = 105; EKVX = 56; HOP-62 = 92; A549/ATCC = 103
# Shown for `CCCCC1COc2cccc3c(SCC(=O)N(C)c4ccc(OC(F)(F)F)cc4)cc[n+]1c23` (configuration not stated) : RPMI-8226 = 112; CCRF-CEM = 110; UACC-62 = 96; HOP-92 = 129; M14 = 99; EKVX = 122; HOP-62 = 113; A549/ATCC = 111

# (continued)
SMILES,RPMI-8226,CCRF-CEM,UACC-62,HOP-92,M14,EKVX,HOP-62,A549/ATCC
C=CCn1c(=O)n(C)c2c(=O)n(C)c(=O)n(C)c21,109,95,104,100,117,104,102,97
Nc1c(-c2ccc3c(c2)OCCO3)oc2ccccc2c1=O,95,89,96,69,112,76,91,93
COc1ccc(Br)c(C=O)c1,22,2.5*,64,69,46,83,67,93
CC(=O)[C@H]1CC[C@H]2[C@@H]3CCC4=CC(=O)CC[C@]4(C)[C@@]3(Br)C(=O)C[C@]12C,93,86,98,75,97,103,96,89
COc1ccc(C(=O)CSc2nc(-c3ccc(C)cc3)c(C#N)c(=O)[nH]2)cc1,121,108,107,112,97,98,99,95
Nc1nc(=S)c2[nH]c(N)nc2[nH]1,103,107,107,92,104,96,94,84
CC(=O)OCCc1ccccc1C#N,77,67,98,77,100,x,97,105
COc1nccc2c(-c3ccc(Cl)cc3)nc(N)nc12,101,105,98,x,109,85,111,132
CC1(C)CC[C@]2(C(=O)N3CCOCC3)CC[C@]3(C)C(=CC[C@@H]4[C@@]5(C)C/C(=C/c6ccccn6)C(=O)C(C)(C)[C@@H]5CC[C@]43C)[C@@H]2C1,16,45,65,51,78,56,78,54
O=C1OC(c2ccc(Cl)c(Cl)c2)=C/C1=C/c1ccc([N+](=O)[O-])cc1,109,108,96,103,106,104,111,119
CCCn1c(=S)sc2c(NN)nc(C)nc21,87,93,104,60,120,131,98,123
C=CCn1c(C)nc2cc(Nc3nc(Nc4ccc5nc(C)n(CC=C)c5c4)c4ccccc4n3)ccc21,-24*,-11*,-83*,-79*,-88*,x,-100*,-67*
Cc1ccc(S(=O)(=O)n2nc(NS(=O)(=O)c3cc(C)c(Cl)cc3SCc3ccccc3)[nH]c2=O)cc1,55,79,85,71,x,106,88,102
Nc1c(C(=O)Nc2cccc3ccccc23)sc2nc3c(cc12)COCC3,60,24,30,61,36,85,40,51
CCCCCCCCc1ccc(OCCOCC[N+](C)(C)CC)cc1 (tested in a mixture with another compound),8.8*,29,9.1*,6.2*,45,71,x,70
COc1ccc(C2NC(=O)NC(C)=C2C(=O)OC(C)C)cc1O (configuration not stated),96,102,93,114,112,101,95,93
Cc1ccc(/C(=N\N=C(N)N)C2CC2)cc1,108,105,116,99,105,112,114,92
O=C(O)c1ccccc1-c1ccccc1C(=O)NCCc1cc2ccccc2[nH]1,102,97,90,104,101,97,95,107
CCCCN(CCCC)CCCNC(=O)OCC,106,x,110,116,110,x,104,99
O=C(NNc1ccccc1)c1ccc(Cc2n[nH]c(=O)c3cccnc23)cc1,93,x,98,104,99,96,102,103
CNC(=O)c1cc(Oc2ccc(NC(=O)Nc3ccc(Cl)c(OC(C)C)c3)c(F)c2)ccn1,27,47,34,60,36,35,69,44
C[n+]1ccc(/C=C/c2ccncc2)c2ccccc21,82,79,91,86,99,102,86,76
CCCCCCCCCCCCCCCCNC(=S)N/N=C/c1ccccc1OCC,99,97,92,89,94,102,89,96
NS(=O)(=O)c1ccc(N=NNc2ccc(C(=O)O)cc2)cc1,109,100,104,98,104,106,97,96
COc1ccccc1/C=C/C1=C(C)CCC(c2ccccc2OC)C1C (configuration not stated),-4.3*,-9.0*,10,-35*,-11*,35,17,21
CCOC(=O)c1c(N2CCN(C)CC2)[nH]c(=O)c(C=Nc2cc(Cl)cc(Cl)c2)c1O,109,101,99,85,111,93,95,94
COc1ccc(/C(=N\O)c2cc(OC)c(OC)c(OC)c2)c(OC)c1N,24,13,30,79,7.2*,47,40,43
COC(=O)c1ccc2[nH]c(O)c(C(=Nc3ccc(N(C)C(=O)CN4CCN(C)CC4)cc3)c3ccc(CCO)cc3)c2c1,31,16,74,67,57,86,x,95
Nc1ccc(/C=C/c2ccc(N)cc2)cc1,87,x,86,81,90,x,105,88
CC(=O)O[C@H]1Cc2c([nH]c3ccccc23)[C@@H](c2ccc(Cl)cc2)N1C(=O)CCNC(C)(C)C,44,41,53,14,-0.7*,67,69,76
COc1ccc2c(c1)C/C(=C\c1cc(-c3ccc4c(c3)OCO4)n[nH]1)C2=O,46,x,90,87,97,x,102,96
CCCCSc1nc(N)nc2c1ncn2CC(C)CC (configuration not stated),89,90,89,82,118,110,116,115

# Compound activity deposited in PubChem by NCI.
